Screening results from PubChem BioAssay.
UBC13 polyUb: blocks human UBC13 polyubiquitin chain formation. P61088. TR-FRET. inhibition, % at 20 µM. 330,000 tested, 0.47% active; in the data active means inhibition above about 45%, passing the limit was not always enough
Target sequence (P61088 whole entry, looked up): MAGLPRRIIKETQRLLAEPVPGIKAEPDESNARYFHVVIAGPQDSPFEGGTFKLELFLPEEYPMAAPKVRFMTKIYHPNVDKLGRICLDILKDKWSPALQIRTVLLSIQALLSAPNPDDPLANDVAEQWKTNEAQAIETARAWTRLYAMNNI
SENP8 inh: inhibitors of human SENP8 protease; inhibition, % at 10 µM; purified SENP8, Z-RLRGG-aminoluciferin cleavage, luminescence; Q96LD8; 330,000 tested, 1.2% active
HKDC1 inhibitor: blocks human hexokinase HKDC1 activity. Q2TB90. recombinant HKDC1, G6PDH/diaphorase resazurin coupled fluorescence. inhibition, % at 20 µM. 340,000 tested, 0.16% active;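 active means inhibition above about 35% when tested at 20 µM, limit read from the data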;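 further: plate controls were DMSO wells with enzyme for no effect and DMSO wells lacking enzyme for full effect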
Target sequence (Q2TB90 whole entry, looked up): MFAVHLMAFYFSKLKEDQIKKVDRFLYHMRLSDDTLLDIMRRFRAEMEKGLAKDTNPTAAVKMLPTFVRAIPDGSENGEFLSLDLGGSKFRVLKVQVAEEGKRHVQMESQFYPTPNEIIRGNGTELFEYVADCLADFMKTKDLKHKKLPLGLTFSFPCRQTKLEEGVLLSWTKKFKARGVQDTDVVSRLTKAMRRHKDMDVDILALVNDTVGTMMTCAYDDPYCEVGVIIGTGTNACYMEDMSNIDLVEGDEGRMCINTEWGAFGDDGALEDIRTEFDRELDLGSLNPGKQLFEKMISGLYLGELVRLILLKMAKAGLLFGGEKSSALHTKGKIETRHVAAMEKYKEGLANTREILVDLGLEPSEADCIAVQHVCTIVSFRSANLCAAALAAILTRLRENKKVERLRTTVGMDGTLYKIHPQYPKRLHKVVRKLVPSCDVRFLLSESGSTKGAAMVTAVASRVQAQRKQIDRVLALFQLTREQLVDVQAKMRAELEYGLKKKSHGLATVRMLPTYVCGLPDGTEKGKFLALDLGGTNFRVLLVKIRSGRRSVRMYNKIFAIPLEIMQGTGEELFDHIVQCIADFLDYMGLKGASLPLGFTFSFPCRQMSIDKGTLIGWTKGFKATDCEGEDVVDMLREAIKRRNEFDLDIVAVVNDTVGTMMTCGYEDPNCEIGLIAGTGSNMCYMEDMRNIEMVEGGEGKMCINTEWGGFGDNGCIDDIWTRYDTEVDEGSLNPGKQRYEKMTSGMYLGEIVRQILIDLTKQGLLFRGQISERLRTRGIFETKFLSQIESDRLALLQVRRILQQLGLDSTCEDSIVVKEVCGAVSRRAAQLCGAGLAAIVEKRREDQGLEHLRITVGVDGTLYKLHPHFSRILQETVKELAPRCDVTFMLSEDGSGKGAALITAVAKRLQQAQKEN
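Test system: Recombinant HKDC1 (HK5) hexokinase enzyme, produced in-house | Input: HKDC1 at 5 µg/mL | Buffer or medium: Tris pH 8.0 buffer with MgCl2, Tween-20, BSA, BME | Schedule: 90 min reaction incubation at room temperature, dark | Technique: Resazurin-to-resorufin fluorescence via G6PDH and diaphorase coupling, 525/613 nm | Controls: DMSO wells with and without enzyme mix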
SENP7 inh: inhibitors of human SENP7 protease | AID 434973 | recombinant SENP7, Z-RLRGG-aminoluciferin luminescence, 40 min | inhibition, % at 5 µM | Q9BQF6 | 330,000 tested, 1.5% active;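 active means inhibition above about 50% at the single test dose, limit read from the data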;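 further: plate controls were DMSO with enzyme for no effect and no enzyme buffer wells for full effect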
Jurkat NFkB inh: lowers PMA/ionomycin-induced NF-kB signal in Jurkat cells; inhibition, % at 4 µM; PMA/ionomycin-induced NF-kB luciferase reporter, luminescence; 330,000 tested, 0.53% active; AID 435003
Apaf1 inhib: human Apaf-1 inhibition; reconstituted apoptosome caspase-3 activity, DEVD-Rh110 fluorescence; 330,000 tested, 0.71% active; O14727; inhibition, % at 20 µM; AID 489030; active means inhibition of at least 40% at 20 µM;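 further: plate controls were DMSO wells for no effect and DEVD-CHO caspase inhibitor wells for full effect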
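detection = Rh110 fluorescence intensity | test system = biochemical Apaf-1 apoptosome reconstitution | also added = cytochrome c and DEVD-Rh110 substrate | schedule = 30 min plus 50 min, RT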
697 NFkB inh: inhibitors of the PMA/ionomycin-induced NF-kB reporter in 697 B cells; 697 B-cell NF-kB luciferase reporter, 16 h; inhibition, % at 4 µM; 330,000 tested, 0.33% active; AID 435022; in the data active means inhibition above about 35%
Gli-Sufu antag: Gli-Sufu pathway antagonism | Sufu-KO-LIGHT fibroblasts, Gli luciferase reporter luminescence | inhibition, % at 5 µM | 340,000 tested, 0.74% active | AID 588413;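 active means inhibition above about 55%, limit read from the data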;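 further: 0% = DMSO-treated cells and 100% = wells with medium but no cells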
* marks the source's active call; other numbers are inactive results; i = inactive; nt = not tested or not shown; & = joins results of further samples. Unless noted, no stated cut-off is given here; in the data, active means inhibition above about 50%; inactive means the rest.

SMILES	UBC13 polyUb	SENP8 inh	HKDC1 inhibitor	SENP7 inh	Jurkat NFkB inh	Apaf1 inhib	697 NFkB inh	Gli-Sufu antag
Cc1ccc(Nc2nnc(SCC(=O)c3c(N)n(C4CC4)c(=O)[nH]c3=O)s2)cc1C	5	-1	-4	-1	-19	3	-10	0
O=C(CSc1nc(=O)n2ccccc2n1)NCc1ccc(F)cc1	-3	-9	4	-3	6	0	-3	-4
FCCCOc1ccc(-c2ccnc3ncnn23)cc1	13	2	-10	-5	3	-7	15	1
CCOc1ccc(N2C(=O)CC(N(Cc3ccco3)C(=O)CC)C2=O)cc1 (configuration not stated)	5	4	-10	3	4	-14	14	-2
Cc1cc(NCCc2ccccc2F)n2ncnc2n1	-1	-12	8	-1	-6	-2	-7	-1
Cc1cccc(NC(=O)Cn2c(=O)n(C)c3ccccc32)c1	6	-1	-4	-6	5	-12	-1	0
CCN(CC(=O)Nc1ccc(Cl)c(S(=O)(=O)N(C)C)c1)Cc1nc2ccccc2c(=O)[nH]1	-9	6	-1	7	-12	-5	3	-3
O=c1[nH]cc(N=Cc2cc(Cl)cc(Cl)c2O)c(=O)[nH]1	-17	2	19	16	-7	13	-11	13
CCc1nnc(NC(=O)C2Cc3ccccc3CN2S(=O)(=O)c2cccs2)s1 (configuration not stated)	-6	-7	1	-1	-36	4	2	-6
CCCc1nn2c(N)c(/C=C3\C=Nc4ccccc43)c(=O)nc2s1	-8&-6	3&3	1&-7	-9&5	0&9	14&13	5&9	1&3
O=C(O)CCc1nc2cccnc2n1Cc1ccccc1	-1	2	-9	6	-8	-6	14	3
NC(=O)CSc1nnc(CNc2ccc(F)cc2)n1CC1CCCO1 (configuration not stated)	5	-9	-1	-6	1	1	9	-2
COc1ccc([C@H]2CC(=O)C=C(c3ccc(F)cc3OCc3ccccc3)C2)cc1OC	14	0	0	-8	-11	13	0	8
Cc1ccc(-n2ncc3c(NCc4cccnc4)ncnc32)cc1C	0	-38	-2	-26	-104	17	-261	-5
CC12CC(NC(=O)N1c1cccc(C(=O)N3CCN(c4ccccc4F)CC3)c1)c1ccccc1O2 (configuration not stated)	2	5	-1	1	1	5	4	8
C=CCn1ccc(=NC=C(C#N)C#N)c2ccccc21	2	1	-7	7	29	-20	-28	9
CCc1nc(NCCCCCO)c2nnn(Cc3ccccc3F)c2n1	8	0	-8	-8	9	-2	6	-2
CCOC(=O)C1(Cc2ccc(Cl)cc2)CCN(Cc2nccn2CC)CC1	2	-11	-9	0	4	-11	-44	13
CC(CC(=O)N1CCN(c2ccccc2F)CC1)c1ccccc1 (configuration not stated)	6	5	0	-2	5	1	3	-10
Cc1cc(C(=O)N/N=C2\CC(=O)c3ccccc32)c(C)n1-c1ccccc1	-12	54*	2	10	-35	28	-3	-41

Next section, starting with the last 4 of the part before.
SMILES	UBC13 polyUb	SENP8 inh	HKDC1 inhibitor	SENP7 inh	Jurkat NFkB inh	Apaf1 inhib	697 NFkB inh	Gli-Sufu antag
CCc1nc(NCCCCCO)c2nnn(Cc3ccccc3F)c2n1	8	0	-8	-8	9	-2	6	-2
CCOC(=O)C1(Cc2ccc(Cl)cc2)CCN(Cc2nccn2CC)CC1	2	-11	-9	0	4	-11	-44	13
CC(CC(=O)N1CCN(c2ccccc2F)CC1)c1ccccc1 (configuration not stated)	6	5	0	-2	5	1	3	-10
Cc1cc(C(=O)N/N=C2\CC(=O)c3ccccc32)c(C)n1-c1ccccc1	-12	54*	2	10	-35	28	-3	-41
COCCn1c(C)cc(C2=NNC(=Nc3ccccc3F)SC2)c1C	-15	6	-18	3	69*	17	-27	34
CNC(=S)NCc1ccc2[nH]c(C)cc2c1	1	-1	-8	2	5	8	-2	2
COc1ccc(CNC(=O)c2ccccc2[N+](=O)[O-])cc1	2	1	-13	-6	-1	-19	21	-3
COc1cccc(NC(=O)CS(=O)(=O)c2cccc3nsnc23)c1	-1	-8	2	-5	9	14	2	47
Cc1cc(/C=N/O)c(C)n1-c1ccc(Br)cc1	-14	-8	-10	2	-9	6	-6	12
CC(=O)c1cccc(NC(=O)N2C3CCCC2CC(NC(=O)C2CC2)C3)c1 (configuration not stated)	0	-2	-1	-5	3	-13	3	2
CC(=O)c1ccc(NC(=O)C(C)OC(=O)/C=C/c2ccco2)cc1 (configuration not stated)	-11	3	-3	-1	14	0	1	4
COc1cc(NC(=S)Nc2cccc(C)n2)cc(OC)c1OC	8	-1	5	4	10	-5	13	-4
Cc1ccc(NC(=O)CN(C)C(=O)Cc2ccc(Cl)cc2Cl)cc1	-1	1	1	-7	-1	16	-2	21
COc1ccc(Cl)cc1N(CC(=O)NC1CC1)S(=O)(=O)c1ccc(C)c([N+](=O)[O-])c1	2	3	0	3	-4	-1	7	5
N#Cc1cccc(NC(=O)COC(=O)c2ccc3c(=O)n4c(nc3c2)CCC4)c1	4	-6	nt	-5	-2	-8	1	nt
O=C(COc1ccc(/C=C2/NC(=O)NC2=O)cc1)Nc1ccc(F)cc1	-15	1	-4	-2	9	5	-4	-11
CCCC(=O)Nc1nnc(SCC(=O)N2CCCCC2)s1	-7	-5	-4	-5	-15	-2	10	-17
COc1cc(C(=O)NCc2nnc(SCC(=O)NCCc3ccccc3)o2)cc(OC)c1OC	-7	-2	-9	-5	1	-3	-23	-11
Cc1ccccc1-c1nnn(Cc2ccc(F)cc2Cl)n1	4	2	-1	-4	-13	5	-29	-23
C#CCN1C(=O)S/C(=C/c2cc(C)n(CC)c2C)C1=O	-2	-16	-7	-11	-133	15	-183	-118
CN(CCNC(=O)Cn1c(=O)sc2ccccc21)Cc1ccccc1	7	-9	-5	-11	-15	3	7	10
CSCc1ccc(C(=O)NC(C)c2ccc(-n3ccnc3)cc2)cc1 (configuration not stated)	7	7	2	6	0	0	-27	5
Cc1ccc(N2C(=O)C3CC(c4ccccc4)=C4C5C=CC(C6C(=O)N(c7ccc(C)cc7C)C(=O)C56)C4C3C2=O)c(C)c1 (configuration not stated)	4	0	6	8	-3	20	-5	3
Cc1nc([N+](=O)[O-])cn1CC(=O)Nc1ccc([N+](=O)[O-])cc1	-5	3	-3	3	7	-12	2	1

Two of the compounds above, field by field.
COc1cccc(NC(=O)CS(=O)(=O)c2cccc3nsnc23)c1
  UBC13 polyUb: -1 | SENP8 inh: -8 | HKDC1 inhibitor: 2 | SENP7 inh: -5 | Jurkat NFkB inh: 9 | Apaf1 inhib: 14 | 697 NFkB inh: 2 | Gli-Sufu antag: 47
Cc1cc(/C=N/O)c(C)n1-c1ccc(Br)cc1
  UBC13 polyUb: -14 | SENP8 inh: -8 | HKDC1 inhibitor: -10 | SENP7 inh: 2 | Jurkat NFkB inh: -9 | Apaf1 inhib: 6 | 697 NFkB inh: -6 | Gli-Sufu antag: 12

Next results:
SMILES	UBC13 polyUb	SENP8 inh	HKDC1 inhibitor	SENP7 inh	Jurkat NFkB inh	Apaf1 inhib	697 NFkB inh	Gli-Sufu antag
Cc1ccc(C(C)C)c(OCC(=O)N/N=C/C2CCCCC2)c1	-12	1	-1	5	-19	22	14	-1
COc1ccc(OC)c(NC(=O)c2ccc(-n3cccn3)nc2)c1	10	1	-7	4	1	6	-9	6
Cc1ccc(S(=O)(=O)/N=C(/Nc2c(C)n(C)n(-c3ccccc3)c2=O)c2ccc(Cl)cc2)cc1	1	-1	-5	-2	-4	-2	11	-19
CC(=O)NC1(C(F)(F)F)N=C2SCCN2C1=O (configuration not stated)	5	-4	5	4	7	-7	3	2
CC(=O)c1ccc(OCCCC(=O)Nc2cccc(S(=O)(=O)N3CCOCC3)c2)cc1	14	9	-4	-7	0	-6	9	5
CCC1Oc2ccccc2N(CC(=O)Nc2ccccc2OC)C1=O (configuration not stated)	10	1	-6	-3	-10	-6	-7	-1
Cc1ccccc1-n1nc2c(c1NC(=O)c1cc3ccccc3oc1=O)CS(=O)C2 (configuration not stated)	-7	1	-7	-4	6	-1	10	-4
CC(C)(C)OC(=O)C[C@@H]1C/C=C\C[C@H](CC(=O)N[C@H](CO)Cc2ccccc2)C(=O)N[C@@H](Cc2ccccc2)COC1=O	-6	-12	-1	-2	0	24	-6	4
CCN(CC)CCN(Cc1cc2cc3c(cc2[nH]c1=O)OCO3)C(=S)NCCCOC	-3	1	4	-4	-24	0	-35	16
CC(=O)N1CCc2c(sc(NC(=O)C3COc4ccccc4O3)c2C(N)=O)C1 (configuration not stated)	-4	0	5	13	-9	15	3	-2
O=C(CCCNC(=O)/C(=C/c1ccc(Br)cc1)NC(=O)c1ccccc1)OCc1ccccc1	6	4	-8	7	13	17	-3	4
COC(=O)c1nc2nc(C)cc(C(F)(F)F)n2n1	-9	-10	-1	-7	-19	15	-9	3
COCC(=O)N(C)C1(c2nnnn2CCOC(=O)Nc2ccc(Cl)cc2)CCCCC1	-4	-3	7	-7	-3	7	2	-12
Cc1cccc(C)c1NC(=O)Cn1c(=O)c2cccn2c2ccccc21	-3	4	-3	-1	-11	8	-22	-7
CCN(C(=O)c1ccc(NC(C)=O)cc1)c1ccccc1C	5	2	-14	-6	-18	7	0	8
COc1cccc(C(C(=O)NCC2CCCO2)N(CC2CCCO2)C(=O)CN2C(=O)c3ccccc3S2(=O)=O)c1 (configuration not stated)	-3	1	-9	5	10	-7	2	1
CCn1c(SCC(=O)NCCc2ccccc2)nc2sc3c(c2c1=O)CCN(C)C3	10	-7	-4	-7	-14	-4	-10	9
CN1CCN(C(=O)c2ccc(Oc3ccc([N+](=O)[O-])cc3)cc2)CC1	-6	-2	-4	4	17	-14	15	14
O=C(c1ccc2ccccc2c1)N1CCN(Cc2ccccc2)CC1	-2	-10	-1	-4	-17	11	-38	-30
COc1cc(CC(=O)OCC(=O)Nc2cccc([N+](=O)[O-])c2)cc(OC)c1OC	10	5	-8	0	13	-1	21	-4
COc1ccc(-c2nc3ccccc3nc2-c2ccccc2)cc1OC	19	6	-1	2	0	6	-7	36
Nc1nc(-c2ccccc2)cc(-c2ccccc2O)n1	9	-12	-4	-1	-2	-5	16	42
CCCn1c2ccccc2c2nnc(SC(CC)C(=O)Nc3cc(C)on3)nc21 (configuration not stated)	-7	2	16	-4	-7	16	-19	-23
C#CCOCCOCCOCCNc1nc(N2CCN(C(=O)[C@H]([C@@H](C)O)n3cc(CCCCN)nn3)CC2)nc(N2CCN(C(=O)[C@H]([C@@H](C)CC)n3cc(CCCN=C(N)N)nn3)CC2)n1	30	-1	-1	3	3	20	-4	0
CCOC(=O)C1CCN(C(=O)c2c(-c3c(Cl)cccc3Cl)noc2C)CC1	-3	5	-6	-2	-1	2	8	5
COC(=O)c1c(NC(=O)CSc2nnc(-c3ccco3)n2C)sc(C)c1C	-4	4	0	0	-4	16	3	-6
O=C(N/N=C\c1cc(Br)cs1)c1ccncc1	-10	-5	-2	-4	12	-2	9	0
COc1ccccc1Nc1ccc(Nc2ccccc2OC)nn1	2	-23	-5	-9	-57	15	-46	-55
CC1CCN(S(=O)(=O)N2CCC(C(=O)NCCc3ccccc3)CC2)CC1	-11	3	0	1	-5	-2	-9	39
O=C(CN1CCCCC1)Nc1cccc2c1OCO2	2	-5	4	3	-4	15	5	38
CCOc1ccc(CNn2cnnc2)cc1	3	-2	0	1	13	-13	6	-9
Cc1ccc(CCN2CC(C(=O)NCc3cccnc3)CC2=O)cc1 (configuration not stated)	-1	0	-8	-5	11	4	8	3
O=C(Nc1ccc(Oc2cccc(C(F)(F)F)c2)nc1)c1ccco1	-2	-7	0	-7	0	-3	-31	-2
Cc1cccc(/C=N/n2c(-c3ccccn3)n[nH]c2=S)c1	-21	-1	nt	-1	-5	-1	6	nt
Cc1ncoc1C(=O)Nc1ncc([N+](=O)[O-])s1	-8	93*	5	97*	-64	-4	-118	-41
CCC(CC)C(=O)Nc1ccc(C)c(O)c1	0	-6	-5	0	-7	-16	6	-21
C=C1CCN([C@H](C(=O)NCc2ccc(Cl)c(Cl)c2)C(C)C)S(=O)(=O)c2ccccc21	-6	-15	3	10	-1	16	2	12
CC1=NN(C(N)=S)C(=O)C1N=Nc1ccc([N+](=O)[O-])cc1 (configuration not stated)	i	87*	-21	89*	-32	10	-56	-16
Cc1ccc(C(=O)OCC(=O)N2CCC(C)CC2)cc1S(=O)(=O)N1CCCCC1	11	-9	-7	6	24	0	4	-2
